SIRT5 inh: blocks human SIRT5 desuccinylation of peptide. Q9NXA8. Purified SirT5, succinyl-peptide AMC, trypsin-coupled fluorescence. inhibition, % at 15 µM. 330,000 compounds, 1.1% hits. AID 652115; in the data active means inhibition above about 15%
Target sequence (Q9NXA8 whole entry, looked up): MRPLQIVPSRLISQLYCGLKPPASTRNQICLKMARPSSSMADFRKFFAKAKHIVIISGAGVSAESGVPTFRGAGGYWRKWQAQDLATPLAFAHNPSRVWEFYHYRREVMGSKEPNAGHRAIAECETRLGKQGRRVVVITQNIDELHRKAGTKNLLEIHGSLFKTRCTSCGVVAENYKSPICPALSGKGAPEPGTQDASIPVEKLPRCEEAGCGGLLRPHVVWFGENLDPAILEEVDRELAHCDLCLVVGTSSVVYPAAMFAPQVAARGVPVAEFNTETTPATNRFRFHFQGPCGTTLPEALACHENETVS
ERp5 block: inhibitors of human ERp5 | Q15084 | ERp5 insulin aggregation, absorbance 650 nm, 90 min | inhibition, % at 9.99 µM | 350,000 compounds, 0.05% hits;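 active means mean replicate inhibition above about 25%, with every replicate also reaching it, limit read from the data, passing the limit was not always enough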
Target sequence (Q15084 whole entry, looked up): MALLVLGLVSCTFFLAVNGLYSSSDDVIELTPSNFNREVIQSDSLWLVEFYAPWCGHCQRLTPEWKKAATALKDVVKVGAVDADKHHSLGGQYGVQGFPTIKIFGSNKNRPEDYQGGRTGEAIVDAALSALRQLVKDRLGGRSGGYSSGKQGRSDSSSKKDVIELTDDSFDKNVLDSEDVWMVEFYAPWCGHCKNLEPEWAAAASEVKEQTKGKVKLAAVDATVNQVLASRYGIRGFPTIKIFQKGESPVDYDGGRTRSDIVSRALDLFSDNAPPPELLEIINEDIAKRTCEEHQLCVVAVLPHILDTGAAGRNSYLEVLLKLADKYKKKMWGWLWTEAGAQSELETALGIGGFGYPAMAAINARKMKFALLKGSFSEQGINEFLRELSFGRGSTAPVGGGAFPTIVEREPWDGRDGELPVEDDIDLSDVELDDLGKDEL
ARNT TACC3 PPI: ARNT/TACC3 interaction disruption; AlphaScreen His-ARNT PAS-B/GST-TACC3 binding, luminescence; TACC3 fragment carries E629A point mutation; Q9Y6A5; 390,000 compounds, 0.66% hits; inhibition, % at 9.99 µM;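 active means mean inhibition of replicates at least 50% and at least half of replicates each reaching 50%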;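 further: 0% = complete ARNT plus TACC3 wells and 100% = ARNT alone without TACC3; many hits fall short of the cut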
esBAF inh: SWI/SNF esBAF complex inhibition | mouse ES cells, Bmi1-luciferase knock-in reporter, 24 h; 100% = twice the neutral-well signal | reporter increase, % at 12.5 µM | 350,000 compounds, 2% hits; in the data active means activation above about 40%;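 further: 0% = median of the plate's neutral control wells and 100% = double that signal; a rise in the Bmi1 reporter signal indicates esBAF inhibition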
C2C12 statin: protects C2C12 myotubes from simvastatin toxicity. 330,000 compounds, 0.78% hits. AID 602340. ATP luminescence, 48 h; scaled: DMSO 0, geranylgeraniol control 100. rescue of ATP level, % at 7.49 µM;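 active means mean ATP rescue above about 67%, or every replicate alone reaching that limit, limit read from the data, passing the limit was not always enough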;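 further: myotubes were challenged with 10 µM simvastatin during compound exposure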
Cneo AK release: Cryptococcus neoformans lysis via adenylate kinase release | lysis activity, % at 15 µM | AID 651654 | 360,000 compounds, 0.2% hits | C. neoformans lysis, adenylate kinase release luminescence, 4 h; normalised: neutral wells 0, clomiphene wells 100;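 active means mean lysis activity across replicates of at least 80%, whatever share of replicates individually reach that level; inactive means mean lysis activity below 80%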
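Material: C. neoformans cells | Amount: Yeast cell density of 5 × 10^6 cells/mL | Medium: Fresh YPD growth medium | Dosing: Single dose | Times: Static 4 h at 37 °C with compound, 1 h detection | Detection: AK luminescence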
miR-122 sensor: miR-122 inhibition in Huh7 cells | Huh7 miR-122 Renilla luciferase sensor, 48 h; neutral wells = 0, positive control = 100 | activation (reporter increase), % at 12.5 µM | 340,000 compounds, 0.3% hits | AID 602342;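 active means mean replicate activation score at least 90 and every replicate individually at or above 90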;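 further: higher luciferase means less miR-122 activity so hits act as miR-122 inhibitors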
Numbers without * were called inactive; . = not tested or not shown; [ ] = dose if it differs, or a comment.

SMILES	SIRT5 inh	ERp5 block	ARNT TACC3 PPI	esBAF inh	C2C12 statin	Cneo AK release	miR-122 sensor
Cc1c(NC(=O)c2cccs2)cccc1NC(=O)c1cccs1	-3	8	-8	.	.	0	7
CN1C(=O)c2cc(NC(=O)C3CC3)ccc2OC[C@H]2O[C@H](CC(=O)NCc3ccccc3F)CC[C@@H]21	4	0	8	-9	-42	-1	32[16.7 µM]
C=CCN1C(=O)CN=C1Nc1cc(C)cc(C)c1	.	.	-11	-6	6	0	-1
COC(=O)[C@@H]1[C@@H](CO)[C@@H]2Cn3c(ccc(-c4ccncc4)c3=O)[C@@H]2N1Cc1cccc(F)c1	6	5	-2	8	7	43	-1[16.7 µM]
Clc1ccc2c(NNc3ccccc3Cl)ccnc2c1	.	.	11	5	-9	1	14
CC(C)C#Cc1ccc2c(c1)O[C@H](CN(C)Cc1ccccn1)[C@@H](C)CN([C@H](C)CO)S2(=O)=O	8	-3	10	3	-69	-1	34[16.7 µM]
CCCC(=O)Nc1ccc2c(c1)C(=O)N(C)C[C@@H](OC)[C@@H](C)CN(Cc1ccccc1)[C@@H](C)CO2	.	.	-25	1	-17	1	43[16.7 µM]
O=C(CSc1nnc(CNC(=O)c2cccs2)o1)Nc1cccc(F)c1	-1	1	6	2	-5	-3	2
Cc1ccc(C(=O)N2CCN(C(=O)CN3CCOCC3)C2)cc1	.	.	1	-3	-15	1	5
CC(=O)c1cccc(NC(=O)CN2CCc3cc4c(cc3C2C)OCCCO4)c1 (configuration not stated)	-3	5	0	6	25	0	-5
COc1ccc(NC(=O)CSc2nnc(Cc3cccs3)n2-c2ccc(C)cc2)cc1	-1	2	1	-8	27	-2	-5
COc1ccc(S(=O)(=O)Nc2ccc3c(c2)C(=O)N([C@@H](C)CO)C[C@H](C)[C@@H](CN(C)C(=O)NC2CCCCC2)OCCCC[C@@H](C)O3)cc1	9	6	-1	-6	.	1	0[16.7 µM]
COc1ccc(S(=O)(=O)N(C)C[C@@H]2OCCCC[C@@H](C)Oc3ccc(NS(=O)(=O)c4ccccc4)cc3C(=O)N([C@@H](C)CO)C[C@@H]2C)cc1	8	0	2	15	.	0	15[16.7 µM]
O=C(Nc1ccc([N+](=O)[O-])cc1)Nn1cnnc1	0	2	.	-7	-5	-1	3
N/C(CSc1nc(-c2ccccc2)c(-c2ccccc2)o1)=N\O	.	.	13	-7	-19	-1	-5
COc1ccc2ccc3ccc(OC)c(OC(C)=O)c3c2c1	-7	4	17	.	.	.	.
O=C(C1CC1)N1[C@H](CO)[C@@H]2c3ccccc3NC[C@@H]21	5	-2	-2	0	21	54	-10[16.7 µM]
Cc1cc(C)c(NC(=O)C2CCCO2)c(C)c1 (configuration not stated)	-2	2	0	.	.	.	.
Cc1nc(SCC(=O)N2CCN(C(=O)c3cccs3)CC2)c2c(C)c(C)sc2n1	-1	1	-2	5	17	-1	-2
O=C(Nc1ccccc1F)N1C[C@H]2[C@@H](c3ccccc31)[C@H](CO)N2C(=O)c1ccccn1	1	0	5	-4	45	1	-13[16.7 µM]
Cn1cc(CCC(=O)NCc2ccc(Cl)cc2)c2ccccc21	-5	2	-16	-3	10	-7	7
O=C(C[C@H]1CC[C@H]2[C@@H](COC[C@H](O)CN2C(=O)Nc2ccc(C(F)(F)F)cc2)O1)NCCc1ccncc1	3	-4	-4	3	-19	-2	-4[16.7 µM]
Nc1cccc(OCCCCCOc2cccc(N)c2)c1	-1	-5	.	7	15	-1	-3
CCC(=O)NC(=S)NNC(=O)c1ccc(NC(=O)c2ccccc2)cc1	1	1	1	-9	-3	-1	-7
CCc1noc(C)c1C(=O)Nc1cccc(S(=O)(=O)N2CCCCCC2)c1	0	-6	2	6	-3	1	2
Cc1nn(CCCC(=O)Nc2nccs2)c(C)c1[N+](=O)[O-]	-1	-7	12	-2	-2	5	-11
OC(c1nc2ccccc2[nH]1)C(O)c1nc2ccccc2[nH]1 (configuration not stated)	0	2	5	1	-3	0	-2
Cc1ccc(S(=O)(=O)Nc2ccc3c(c2)C(=O)N([C@H](C)CO)C[C@@H](C)[C@@H](CN(C)C(=O)NC2CCCCC2)O3)cc1	0	-1	6	0	-8	51	24[16.7 µM]
Cn1c(=O)c2c(-c3ccccc3)n(CCCN3CCOCC3)cc2n(C)c1=O	.	.	-8	-6	-14	-4	-4
COc1ccccc1C(=O)COC(=O)Cn1c(C)csc1=O	-5	-11	3	-1	-3	1	-9
O=C(Nc1cccc(-c2nc3ncccc3o2)c1)c1ccco1	.	.	1	-1	4	0	3
Cc1c(C(=O)N2CCN(c3ccc(F)cc3)CC2)sc2ncnc(N3CCN(c4ccccn4)CC3)c12	-4	7	4	2	-54	9	-7
O=C(NC(=S)Nc1cccc2cccnc12)c1cccs1	-2	-5	2	.	.	.	.
COCc1nnc(NC(=O)CSc2ccc(C)cc2)s1	.	.	.	-1	-5	-1	-8
COc1ccc(S(=O)(=O)NCCN2CCOCC2)c(C)c1C	-2	-2	-6	-8	1	-1	37
COC(=O)c1cc(S(=O)(=O)N2CCCC(C)C2)c[nH]1 (configuration not stated)	-3	3	-3	3	3	0	-1
COc1ccc(NC(=O)CN(C)C(=O)c2cn(-c3ccccc3)nc2-c2cccnc2)cc1	4	5	.	-1	-4	-1	.
O=C(Nc1cccc(F)c1)N1CCCCN2[C@H](CO)[C@H](c3ccc(-c4ccncc4)cc3)[C@H]2C1	0	5	-9	.	.	1	-9[16.7 µM]
O=C(O)c1[nH]c2ccccc2c1CC(=O)N1CCN(c2ccccc2)CC1	1	2	-4	.	.	.	.
COc1ccc(Cl)cc1-c1cc(C(=O)Nc2ccc(C(C)(C)C)cc2)[nH]n1	-3	5	.	-8	-6	0	22

Taken from above.
Result of `O=C(NC(=S)Nc1cccc2cccnc12)c1cccs1` under SIRT5 inh: -2
Result of `COc1ccc(Cl)cc1-c1cc(C(=O)Nc2ccc(C(C)(C)C)cc2)[nH]n1` under esBAF inh: -8
Result of `COC(=O)c1cc(S(=O)(=O)N2CCCC(C)C2)c[nH]1` (configuration not stated) under ERp5 block: 3

(list continues)
SMILES	SIRT5 inh	ERp5 block	ARNT TACC3 PPI	esBAF inh	C2C12 statin	Cneo AK release	miR-122 sensor
O=C(CN(C(=O)c1csnn1)c1cccc2c1CCCC2)NCc1ccc(F)cc1	12	4	21	-1	26	0	1
C[C@@H]1CN([C@@H](C)CO)C(=O)c2cccc(N(C)C)c2O[C@@H]1CN(C)Cc1ccc2c(c1)OCO2	4	4	-7	-5	28	3	3[16.7 µM]
CCOc1ccc(-c2cccc(NC(=O)COc3ccccc3)c2)nn1	.	.	-3	6	9	0	.
CCOc1ccc2oc(C(=O)N(CCOC)c3c(N)n(CC(C)C)c(=O)[nH]c3=O)c(C)c2c1	-3	1	3	-2	-6	1	-6
CC(=O)Nc1ccc(N(C(=O)c2cnccn2)C(C(=O)NC2CCCCC2)c2ccc(F)cc2)cc1 (configuration not stated)	-4	5	-8	.	.	-1	1
COc1ccc(/C=N/NC(=O)c2c(C)nc3ccccn23)cc1[N+](=O)[O-]	-1	2	7	.	.	.	.
Cc1ccc(NS(=O)(=O)c2ccc3c(c2)NC(=O)CO3)cc1Cl	0	-3	2	-2	3	-3	50
Cc1noc(C)c1S(=O)(=O)N(C)C[C@H]1OCCCC[C@H](C)Oc2ccc(NC(=O)C3CCCCC3)cc2C(=O)N([C@@H](C)CO)C[C@H]1C	2	-5	-5	-4	-38	-1	10[16.7 µM]
Cc1ccc(S(=O)(=O)NNC(=S)Nc2c(Cl)cccc2Cl)cc1	-2	-5	-8	1	5	.	.
COc1ccc(C)cc1NC(=O)CN1C(=O)CSc2ccc(S(=O)(=O)N3CCCC3)cc21	-1	-3	3	8	42	13	-4
O=C(NC(=S)Nc1ccc2c(c1)OCCO2)c1cccc2ccccc12	-3	0	-1	.	.	.	.
O=C1c2ccc(Br)cc2C(=O)N1c1ccc(Cl)cn1	-1	-3	-23	1	1	0	4
COc1ccc(-n2c(=O)cc(N3CCN(c4ccccc4F)CC3)[nH]c2=O)cc1	.	.	1	-1	-9	2	-2
CCCOP(=O)(c1ccc(N(C)C)cc1)C(O)c1ccc(Br)cc1 (configuration not stated)	-1	2	-3	-4	21	0	.
Cc1cccc(C(=O)OCC(=O)c2ccc3c(c2)OCCO3)c1O	-1	-2	-9	28	-6	-2	2
Cc1csc(N/N=C/c2c(F)cccc2Cl)n1	-2	6	6	45*	-19	5	.
CNCC(=O)O	-3	-4	-4	-5	-4	-2	-7
O=C(Nc1cccc(C(F)(F)F)c1)Nc1nnc([C@@H]2C[C@H](O)[C@@H](CO)O2)s1	0	0	.	-3	3	-1	4
Cc1c(NC(=O)c2c(F)c(F)c(F)c(F)c2F)c(=O)n(-c2ccccc2)n1C	.	.	1	.	.	0	3
O=C1CCC(C(=O)Nc2ccccc2N2CCCC2)=NN1	-1	4	8	-9	17	.	-4

Rewritten with two lines to a compound: three of the compounds above
Under each structure – SIRT5 inh, ERp5 block, ARNT TACC3 PPI, esBAF inh, C2C12 statin, Cneo AK release, miR-122 sensor
CCCC(=O)Nc1ccc2c(c1)C(=O)N(C)C[C@@H](OC)[C@@H](C)CN(Cc1ccccc1)[C@@H](C)CO2
    ., ., -25, 1, -17, 1, 43[16.7 µM]
O=C(CSc1nnc(CNC(=O)c2cccs2)o1)Nc1cccc(F)c1
    -1, 1, 6, 2, -5, -3, 2
Cc1ccc(C(=O)N2CCN(C(=O)CN3CCOCC3)C2)cc1
    ., ., 1, -3, -15, 1, 5

(list continues)
SMILES	SIRT5 inh	ERp5 block	ARNT TACC3 PPI	esBAF inh	C2C12 statin	Cneo AK release	miR-122 sensor
CCn1c(SCC(=O)N2CCC(C)CC2)nnc1-c1ccc(S(=O)(=O)N2CCN(C)CC2)cc1	.	.	11	6	0	-1	-14
O=C(COc1cc(Cl)ccc1Cl)Nc1nnc(CC(=O)N2CCOCC2)s1	.	.	-2	4	3	0	-12
CCOC(=O)c1[nH]c2ccccc2c1NC(=O)c1ccc(S(=O)(=O)N2CCCC2)cc1	-2	5	5	5	-7	1	-1
CCOc1ccc(S(=O)(=O)N2CCN(c3ccccc3)CC2)c2cccnc12	-6	2	.	.	.	0	12
COCCn1nnnc1CN1CCC(C)CC1	.	.	-6	-5	0	4	-3
CCCC(=O)Nc1ccc2c(c1)nc(CN1CCN(C(C)=O)CC1)n2C	.	.	-2	-5	119*	0	0
CCOc1cc(C2NN=C(c3ccccc3)S2)ccc1OCc1ccccc1Cl (configuration not stated)	.	.	-3	.	.	-9	2
CCOC(=O)[C@H]1[C@H]2COc3ccc(OC)cc3[C@@H]2N2C(=O)c3ccc(F)cc3NC(=O)[C@@]12C	.	1	5	0	1	-1	-5
C[C@H]1CN([C@@H](C)CO)C(=O)c2cccc(NS(=O)(=O)c3ccccc3)c2O[C@H]1CN(C)Cc1ccccc1	-2	7	24	-6	-22	0	53[16.7 µM]
O=c1oc2c(CN3CCOCC3)c(O)c(Cl)cc2c2c1CCCC2	-123	4	20	-3	-5	7	.
O=C(Nc1ccc(Br)cc1)c1csc(-c2ccncc2)n1	7	3	-13	7	11	.	3
COc1ccc(NC(=O)N2CCCCN3[C@@H](CO)[C@@H](c4ccc(C5=CCCC5)cc4)[C@@H]3C2)cc1	6	-3	.	.	.	0	-7[16.7 µM]
COc1cccc(C(=O)NCCN2CCOCC2)c1	1	-1	-5	-3	1	.	-6
O=C(C[C@@H]1C[C@@H]2c3cc(NC(=O)CC4CC4)ccc3O[C@@H]2[C@H](CO)O1)NCC1CC1	-1	2	-2	-3	-3	6	4[16.7 µM]
Cc1cc(=O)oc2cc(OCC(=O)NCCCN3CCOCC3)ccc12	.	.	.	-2	.	1	2
O=C(C[C@@H]1CC[C@H]2[C@@H](COC[C@H](O)CN2C(=O)Nc2ccc(F)cc2)O1)NCCc1ccccc1	1	-5	2	2	6	0	-3[16.7 µM]
Cc1nn(C)cc1/C=C/C(=O)c1cccs1	.	.	-7	65*	7	-2	-7
Cc1ccc(C)c(N2CCN(C(=O)CCC(=O)N3CCOc4ccc(Cl)cc43)CC2)c1	3	-8	0	-4	9	0	1
C[C@H](CO)N1C[C@H](C)[C@@H](CN(C)C(=O)Cc2ccccc2)Oc2cc(C#CC3(O)CCCC3)ccc2S1(=O)=O	-4	5	-3	7	-48	3	22[16.7 µM]
COCC(=O)Nc1cc([N+](=O)[O-])ccc1C	.	.	9	-8	-8	-7	-3
CCN(C(=O)CN1CCN(C)CC1)c1c(N)n(Cc2ccccc2)c(=O)[nH]c1=O	-2	4	6	-4	3	0	-5

From PubChem BioAssay
